CAL PDZ FP-1 = CAL PDZ (human) peptide binding inhibition; Q9HD26; purified CAL PDZ, TMR-peptide fluorescence polarization, 1 h; inhibition, % at 24.9 µM; 300,000 tested, 0.92% active; AID 602252;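 active = mean inhibition of at least 30% with at least half of replicates also reaching 30%; inconclusive = no clear call, values can overlap the other calls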;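 also: 0% = DMSO neutral control and 100% = excess unlabeled competitor peptide PRC23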
CAL PDZ FP-2 = inhibitors of human CAL PDZ peptide binding. purified CAL PDZ, TMR-peptide fluorescence polarization, 1 h. inhibition, % at 20 µM. 330,000 tested, 0.02% active. AID 504414;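 active = highest replicate inhibition of at least 40%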;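 also: plate controls were DMSO neutral control wells for no effect and unlabeled competitor peptide control wells for full effect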
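System: purified tagged CAL PDZ domain construct (CerCALP). Schedule: 1 h incubation at room temperature before polarization reading. Medium: 25 mM sodium phosphate pH 7.4, 150 mM NaCl, TCEP, IgG, Thesit. Read-out: percent inhibition from loss of millipolarization. Measured by: FP readout, S and P plane fluorescence. Probe or stimulus: fluorescent TMR peptide probe.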
SR-BI DiI inh = inhibitors of mouse SR-BI mediated HDL lipid uptake; Q61009; ldlA[mSR-BI] CHO cells, DiI-HDL uptake fluorescence, 3 h; inhibition, % at 12.5 µM; 320,000 tested, 0.96% active; AID 488896;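 active = mean replicate inhibition of at least 70% and a set share of replicates each scoring 70 or more; inconclusive = meets just one of the two criteria; inactive = fails both criteria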;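 also: 0% = median of neutral control wells and 100% = median of positive control wells; values of inactives mirror those of a sister screen read the other way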
Target sequence (Q61009 whole entry, looked up): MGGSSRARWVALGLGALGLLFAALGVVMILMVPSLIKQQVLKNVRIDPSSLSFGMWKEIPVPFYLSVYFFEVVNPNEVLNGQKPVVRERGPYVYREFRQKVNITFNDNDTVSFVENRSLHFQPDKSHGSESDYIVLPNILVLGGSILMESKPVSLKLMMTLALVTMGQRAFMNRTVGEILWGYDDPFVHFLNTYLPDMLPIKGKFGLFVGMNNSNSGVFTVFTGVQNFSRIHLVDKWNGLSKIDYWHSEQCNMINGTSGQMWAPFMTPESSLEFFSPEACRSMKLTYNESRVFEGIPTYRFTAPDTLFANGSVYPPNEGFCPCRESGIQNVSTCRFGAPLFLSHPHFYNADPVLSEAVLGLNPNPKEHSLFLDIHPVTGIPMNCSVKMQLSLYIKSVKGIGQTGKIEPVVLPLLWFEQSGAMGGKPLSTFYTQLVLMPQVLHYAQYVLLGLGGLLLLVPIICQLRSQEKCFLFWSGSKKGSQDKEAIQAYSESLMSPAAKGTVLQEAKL
SR-BI uptake up = enhances SR-BI lipid uptake from DiI-HDL. CHO ldlA[mSR-BI] cells, DiI-HDL uptake fluorescence, 3 h; 100 = double the neutral-control signal. 320,000 tested, 0.096% active. activation, % at 12.5 µM. AID 504775;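 active = mean replicate activation of at least 60% and every replicate at or above 60%; inconclusive = mean or all-replicate condition met, but not both; inactive = mean below 60% and not all replicates reaching 60%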;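 also: 0% = median plate neutral-control signal and 100% = twice that signal; values of inactives mirror those of a sister screen read the other way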
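material = CHO ldlA[mSR-BI] cells | medium = Ham's F12 with 0.5% BSA, HEPES 25 mM, pH 7.4 | reagent = fluorescent DiI-HDL, 10 µg/mL final | compound dosing = single-point compound dose | incubation = 3 h, 37 °C | measured by = bottom-read fluorescence, 550/595 nm | measure = HDL uptake via cellular fluorescence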
phage Ecoli inh = E. coli growth loss with phage present; growth absorbance; inhibition, % at 11.9 µM; 360,000 tested, 0.26% active; AID 651602; in the data active = inhibition above about 11%
Tat export inh = inhibitors of E. coli Tat protein transport; E. coli MC4100 TorA-mCherry Tat export, fluorescence; inhibition, % at 10 µM; 340,000 tested, 0.036% active; AID 488895;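 active = mean replicate inhibition at least 50% and at least half of replicates individually reaching 50%; inconclusive = only one of the two criteria met; inactive = neither criterion met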;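 also: exported cargo escapes ClpAP degradation while cytoplasmic cargo is degraded and loses fluorescence; 0% = median of neutral control wells and 100% = median of NaSCN control wells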
Wnt act = activates Wnt/beta-catenin signaling in a reporter cell assay; activator, plate reader; activation, % at 9.35 µM; 300,000 tested, 1.2% active; in the data active = activation above about 30%, passing the limit was not always enough; inconclusive = no clear call, values can overlap the other calls;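 also: 0% = neutral control wells and 100% = positive control wells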
MITF act = MITF TRPM1 promoter activation in melanoma cells; 300,000 tested, 0.75% active; SK-MEL-5 TRPM1-promoter luciferase, 24 h; % of positive control, neutral wells = 0; activation, % at 12.5 µM;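 active = mean activation of at least 80% with every replicate also reaching 80%; inconclusive = mean reaches 80% but some replicate falls short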;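 also: 0% = neutral control wells and 100% = parthenolide positive control wells; values of inactives mirror those of a sister screen read the other way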
Ecoli viability = bacterial growth inhibition, counter-screen for AddAB inhibitors; 330,000 tested, 0.27% active; E. coli V3065 growth, OD600 absorbance, 18 h; inhibition, % at 11.9 µM;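 active = inhibition above the campaign's mean inhibition across all tested compounds plus 3 SD, cut at about 9.9% in these data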;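 also: uninfected addAB+ strain grown without phage in ampicillin broth; 0% = DMSO wells and 100% = ciprofloxacin 0.95 µg/ml wells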
AddAB inh = less growth of phage-infected E. coli with AddAB; E. coli expressing H. pylori AddAB, absorbance growth; 330,000 tested, 0.29% active; AID 435030; inhibition, % at 11.9 µM; in the data active = inhibition above about 12%;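 also: 0% = vehicle wells of infected cells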
Active calls of the source: *; ? = inconclusive; nt = not tested or not shown.

The line under a structure holds: CAL PDZ FP-1	CAL PDZ FP-2	SR-BI DiI inh	SR-BI uptake up	phage Ecoli inh	Tat export inh	Wnt act	MITF act	Ecoli viability	AddAB inh
COc1ccc(OC)c(-c2nn(-c3ccccc3)cc2C(=O)NCC(c2ccco2)N2CCCC2)c1 (centres undefined)
→ -6	0.2	4	-4	-0.7	-2	-4	6	-0.7	-0.6
O=C(CSc1nc2ccccc2c(=O)n1-c1ccccc1)N1CCC1
→ -6	-1.8	11	-11	2.5	-8	-4	-9	0.9	3.4
C[C@@H](C(=O)CC(=O)OC(C)(C)C)[C@@H](O)c1c(F)cccc1Cl
→ -6	-6.0	-31	31	1.0	5	11	4	-3.6	1.9
Cc1cccc(NC(=O)CN2C(=O)N/C(=C\c3ccc(-c4cccc(C(=O)O)c4)o3)C2=O)c1
→ -2	18	nt	nt	1.2	-2	0	-1	0.8	0.0
O=C(NCC(c1cccnc1)N1CCN(c2ccc(F)cc2)CC1)C1CCCCC1 (centres undefined)
→ -2	-0.1	nt	nt	2.0	-7	nt	-2	1.7	3.0
O=C(O)c1cnn(-c2nc(-c3ccc(Cl)cc3)cs2)c1C(F)(F)F
→ 2	-2.8	8	-8	-0.9	7	10	68	0.7	-0.2
CC(NC(=O)c1ccc(Cl)cc1)C(=O)NC1=NCCS1 (centres undefined)
→ -1	-0.2	9	-9	0.5	-8	-2	-2	-3.2	-0.3
COc1ccc(CNC(=O)CN(C)S(=O)(=O)c2ccc3c(c2)c(=O)n(C)c(=O)n3C)cc1
→ 3	-0.4	5	-5	3.7	2	-2	-5	-2.1	4.0
Cc1ccc(C(=O)Nc2cccc(S(=O)(=O)N3CCOCC3)c2)cc1[N+](=O)[O-]
→ -3	1.7	77*	-77	2.8	-2	-4	5	0.9	1.1
CCc1nn(C(C)C(=O)NCc2cccc(OC)c2)c(=O)c2cc3occc3n12 (centres undefined)
→ nt	-0.7	-6	6	2.4	16	0	-11	-0.4	1.8
O=C(CCl)Nc1ccccc1C(=O)Nc1ccc2c(c1)OCO2
→ -8	-4.4	nt	nt	1.2	-4	3	35	2.1	2.4
C=CCNC(=O)COC(=O)CNC(=O)c1cc(Cl)cc([N+](=O)[O-])c1
→ 10	-2.1	-23	23	5.6	0	-3	-5	0.1	3.8
CCOC(=O)C1=C(COC(=O)CCOc2ccc(OC)cc2)NC(=O)NC1C (centres undefined)
→ 0	-0.5	-5	5	4.7	-2	-1	5	-2.5	0.1
O=C(CSc1nnnn1C1CCCC1)Nc1ccc2c(c1)OCCO2
→ -3	-1.1	-11	11	3.7	-1	2	24	2.5	2.0
COc1ccccc1NC(=O)Nc1nc(CC(=O)NCc2ccccn2)cs1
→ -5	-2.7	40	-40	5.1	18	-2	2	-0.2	2.7
Cc1ccccc1-c1n[nH]c(=S)n1Cc1ccccc1
→ -3	-2.8	14	-14	3.5	-9	1	-13	-2.4	2.3
Cc1ccccc1OCC(=O)N1CCCc2ccccc21
→ -5	-3.2	-20	20	4.4	-2	16	0	-0.3	-0.8
Cc1nc2ccccc2c(=O)n1/N=C/c1c(O)ccc2oc3c(c12)CCCC3
→ -4	nt	61	-61	4.7	8	nt	-4	-0.4	4.0
COC(=O)C1=C(C)N(Cc2ccccc2)C(=O)N[C@H]1c1ccco1
→ -24	-0.2	3	-3	1.0	-9	-2	5	-1.3	-0.5
Cc1ncc([N+](=O)[O-])n1CCOC(=O)NC(NCc1cccnc1)C(Cl)(Cl)Cl (centres undefined)
→ -3	-3.7	-20	20	3.5	3	-3	3	-1.1	2.4
Fc1ccc2c(c1)Sc1ccc(Cl)cc1CC2N1CCN(CCC2OCCO2)CC1 (centres undefined)
→ -5	-1.4	-11	11	-0.1	0	-3	nt	-2.4	3.8
O/N=C1\CC(O)Cc2nonc21 (centres undefined)
→ 8	0.1	-7	7	1.8	-8	-2	-1	0.6	-1.1
CCn1cc2nc(SCC(=O)Nc3ccc(F)cc3F)n(Cc3ccccc3)c(=O)c2n1
→ -4	-4.7	-3	3	-0.6	2	-1	-13	1.0	1.2
COc1ccc(C(=O)c2coc(-c3ccccc3C(=O)O)c2C(=O)O)cc1
→ -4	-0.9	-34	34	3.2	3	nt	-7	0.1	-1.5
OC(CNCc1ccccc1Cl)COc1ccc(F)cc1 (centres undefined)
→ 0	-1.8	nt	nt	2.2	-1	0	12	-0.6	1.3
CCCNS(=O)(=O)c1ccc(CCC(=O)N2CCN(CC)CC2)cc1
→ -21	0.1	0	0	-1.1	1	-2	7	-3.7	0.2
O=C(CNC(=O)c1cc2c(s1)CCC2)Nc1ccccc1Br
→ nt	-0.5	17	-17	1.6	0	nt	35	-0.9	4.9
Cc1nnc(SCC(=O)Nc2ccccc2F)n1-c1ccc(F)cc1
→ 6	-1.1	2	-2	2.6	2	0	16	1.9	0.5
CSc1ncccc1C(=O)N1CCCC(N2CCN(c3ccccc3F)CC2)C1 (centres undefined)
→ 0	-0.8	18	nt	2.3	-4	0	-7	0.7	0.9
O=C(Nc1cccc([N+](=O)[O-])c1)C1COc2ccccc2O1 (centres undefined)
→ -4	0.0	-21	21	1.0	-11	2	4	0.5	3.3
O=C(Nc1ccc(Cl)cc1)N1CCSc2ccccc21
→ nt	-0.3	33	-33	2.9	1	24	16	0.2	0.7
COc1ccc(C2NCCCC2c2ccccc2)cc1 (centres undefined)
→ nt	-1.4	27	-27	3.5	1	-8	-16	nt	nt
O=C(O)c1cccc(S(=O)(=O)Nc2ccc([N+](=O)[O-])cc2O)c1
→ 1	-2.8	nt	nt	2.9	0	-11	-2	-0.3	0.3
O=C(NC1CC1)c1ccc(CS(=O)(=O)c2c(Cl)cccc2Cl)o1
→ 1	-0.1	-19	19	0.9	-6	-2	4	-2.4	7.3
COc1ccc(OC)c(NC(=O)C2CC(=O)N(Cc3ccco3)C2)c1 (centres undefined)
→ -3	-1.8	-18	18	1.7	-2	0	-2	nt	nt
COc1ccc(S(=O)(=O)Nc2ccc3c(c2)CC(=O)N([C@@H](C)CO)C[C@H](C)[C@@H](CN(C)S(=O)(=O)c2ccc(F)cc2)O3)cc1
→ -2	-0.2	19	-19	0.9	-2	-2	12	1.8	0.8
Cc1ccc(Nc2nc3ccccc3c(=O)s2)cc1
→ 0	-2.4	-9	9	3.0	-4	-7	2	-0.6	3.8
CCOC(=O)c1nn(-c2ccccc2C)c(=O)c(C#N)c1C
→ nt	0.9	-38	38	3.8	1	2	nt	-1.7	0.1
COc1ccccc1NS(=O)(=O)c1ccc(O)c(C(=O)OCC(=O)c2ccc(Cl)cc2Cl)c1
→ 1	-1.1	-2	2	0.3	1	0	-20	-1.4	0.3
CCOC(=O)c1c(NC(=O)CCC(=O)O)sc2c1CC(C)(C)OC2
→ -16	0.1	-2	2	2.6	?	-11	0	-2.6	0.5

Profiles as entered above:
Shown for `COc1ccc(OC)c(-c2nn(-c3ccccc3)cc2C(=O)NCC(c2ccco2)N2CCCC2)c1` (centres undefined) → CAL PDZ FP-1 = -6; CAL PDZ FP-2 = 0.2; SR-BI DiI inh = 4; SR-BI uptake up = -4; phage Ecoli inh = -0.7; Tat export inh = -2; Wnt act = -4; MITF act = 6; Ecoli viability = -0.7; AddAB inh = -0.6
Shown for `Cc1nc2ccccc2c(=O)n1/N=C/c1c(O)ccc2oc3c(c12)CCCC3` → CAL PDZ FP-1 = -4; CAL PDZ FP-2 = nt; SR-BI DiI inh = 61; SR-BI uptake up = -61; phage Ecoli inh = 4.7; Tat export inh = 8; Wnt act = nt; MITF act = -4; Ecoli viability = -0.4; AddAB inh = 4.0

Next part
The line under a structure holds: CAL PDZ FP-1	CAL PDZ FP-2	SR-BI DiI inh	SR-BI uptake up	phage Ecoli inh	Tat export inh	Wnt act	MITF act	Ecoli viability	AddAB inh
CCN(CC)C(=O)c1cccc(NC(=O)c2cc(C3CC3)nc3c2cnn3C(C)C)c1
→ -6	-1.4	78*	-78	2.8	6	-2	nt	0.7	-0.3
CN1C(=O)c2ccccc2C(C(=O)NCC2CCCO2)C1c1c[nH]c2ccccc12 (centres undefined)
→ -2	0.1	3	-3	0.3	-5	nt	-4	-0.5	-0.5
CCn1nc(C(=O)Nc2ccc(N3CCOCC3)cc2)c2ccccc2c1=O
→ nt	-1.3	25	-25	1.6	5	-4	18	0.7	-0.3
Cc1ccc(-c2[nH]c3cc(C(=O)NCCCn4ccnc4)ccc3c(=O)c2O)cc1
→ -3	0.4	-4	4	11*	-3	-5	-3	7.7	11
CN(C)CCN(C(=O)CCc1ccccc1)c1nc2c(F)cc(F)cc2s1
→ -2	-1.7	22	-22	2.6	-14	5	13	1.0	1.6
C=CC(C)(O)CCCC(C)CCCC(C)CCCC(C)C (centres undefined)
→ -3	0.1	-12	12	4.1	1	7	2	-2.1	0.7
CN/S(=N/S(=O)(=O)c1ccccc1)c1ccc(C)cc1 (centres undefined)
→ -8	-1.0	-8	8	3.9	9	nt	-7	-1.1	1.8
O=C(C1CCC(CNc2c(N3CCCC3)c(=O)c2=O)CC1)N1CCc2ccccc21 (centres undefined)
→ 1	-1.6	nt	nt	0.8	1	-2	-21	0.1	0.7
C=CCN(Cc1ccc(Cl)s1)C(=O)c1cc(S(=O)(=O)N2CCOCC2)ccc1F
→ 2	-1.0	3	-3	1.5	-1	4	-3	0.2	-0.6
CCC(CC)NC(=O)C1CCN(S(=O)(=O)c2cccs2)CC1
→ nt	-0.2	1	-1	2.2	10	nt	-21	-0.4	1.1
O=C(CSc1nnc(-c2ccc(O)cc2)o1)Nc1ccccc1Br
→ -1	-1.2	-3	3	1.8	12	?	53	0.1	0.2
FC(F)(F)c1cc(C(F)(F)F)c2ccc(N3CCOCC3)nc2n1
→ 1	0.7	4	-4	1.4	4	2	-1	2.5	-2.1
CC(C)n1c(=O)[nH]c(=O)n1C(C)C
→ 4	-0.6	-4	4	3.0	0	1	-6	nt	nt
Cn1c(SC2C(=O)CC(C)(C)CC2=O)nnc1-c1ccco1
→ -2	-0.3	10	-10	0.8	2	0	-1	0.2	0.9
COc1ccc(S(=O)(=O)N2CCC(C(=O)NCCC(=O)NCc3ccccc3OC)CC2)cc1
→ -1	-2.8	-14	14	-0.1	-5	0	5	-1.7	2.5

Only MITF act and CAL PDZ FP-2, for 2 of the compounds above:
SMILES	MITF act	CAL PDZ FP-2
CCN(CC)C(=O)c1cccc(NC(=O)c2cc(C3CC3)nc3c2cnn3C(C)C)c1	nt	-1.4
CN1C(=O)c2ccccc2C(C(=O)NCC2CCCO2)C1c1c[nH]c2ccccc12 (centres undefined)	-4	0.1

Bioassay records (PubChem BioAssay)
